High-throughput results from PubChem BioAssay.
PTAP TSG101 blk – qHTS Assay for Iinhibitors of HIV-1 Budding by Blocking the Interaction of PTAP/TSG101; Tumor susceptibility gene 101 protein (Homo sapiens), Q99816; Fluorescence polarization, FITC-PTAP peptide / Tsg101 binding; Potency, µM (top dose mostly 115 µM), inactives show at the top dose activity change, negative = inhibition, usual class: inhibitors; 340,000 tested, under 10 active; AID 493005, 2010; active means well fitted inhibition curve with a large enough effect in the main read-out, with a control signal flat, not every such curve was filed as active; inconclusive means small, poorly fitted or top-dose-only effect, or effect the other way, or a change in a side signal; inactive means no such curve, though single readings can be large or run the other way; further: potency means the concentration at half of the fitted maximal effect; % of control where 0% means no effect
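FP read-out: FITC-PTAP peptide, 50 nM final, binding Tsg101 binding domain, 10 uM final; 20 min, r.t.; 10 mM HEPES pH 7.5, 0.15 M NaCl, 0.01% Tween 20, 3 mM EDTA, 0.1 mM TCEP.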
GALK inhibitor – qHTS Assay for Inhibitors of Human Galactokinase (GALK) | Purified GALK, Kinase-Glo residual ATP luminescence | P51570 | AID 1868, 2009 | 0.007% of 270,000 active | Potency, µM (highest dose often 57.5 µM), for the others: at the highest dose activity change, negative = inhibition, usual class: inhibitors; further: potency means the concentration at half of the fitted maximal effect; on the % scale 0 is the no-effect control and ±100 the full control effect
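Galactose (100 uM) and ATP (35 uM) were turned over by 5 nM GALK for 1 h at RT. Kinase-Glo Plus then converted the remaining ATP into a luminescent signal.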
a7 integrin act – qHTS for Activators of Integrin-Mediated Alleviation for Muscular Dystrophy. alpha7betagal myoblasts, beta-gal FDG fluorescence, 48 h. Potency, µM (top dose mostly 38.3 µM), without a hit: top-dose activation, hits mostly activators. 0.064% of 350,000 active. AID 624291, 2012;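 further: potency means the concentration at half of the fitted maximal effect; 100% = response of the positive control SU9516; nearly all actives have a fitted effect of over 60% in size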
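alpha7betagal+/- myoblasts (passage 13, 250/well) treated 48 h at 37C with compounds at 1:260 dilution of DMSO stock. Lysed, then beta-galactosidase activity read as FDG fluorescence (ex 480/em 540) after 30 min, with pre-read for autofluorescence.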
BCR signal inh – qHTS Assay to Find Inhibitors of Chronic Active B-Cell Receptor Signaling | ABC-DLBCL IkBa-CBG/CBR reporter, luminescence ratio, 4 h | Potency, µM (highest dose often 46.1 µM), without a hit: top-dose ratio change, negative = lower green/red ratio, usual class: inhibitors | 0.05% of 340,000 active; active means well fitted inhibition curve with a large enough effect in the signal ratio, with a control signal flat, not every such curve was filed as active; inconclusive means small, poorly fitted or top-dose-only effect, or effect the other way, or a change in a side signal; the % refers to the signal ratio;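 further: potency means the concentration at half of the fitted maximal effect; plate controls were basal doxycycline-induced cells for no effect and cells given 10 µM MG132 for full effect; MG132 reads +100%, hits lower the ratio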
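Compounds up to 46 uM were incubated four hours with TMD8 cells whose green CBG68 luciferase is fused to IkappaBalpha; red CBR luminescence normalised the signal, and concentration-effect curves were fitted to fusion, red and ratio data.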
Coupling enz – qHTS Assay for Inhibitors of Fructose-1,6-bisphosphate Aldolase from Giardia Lamblia: Coupling assay counterscreen | coupling enzyme system counterscreen, AmpLite Red fluorescence | activity change, negative = inhibition, % at 58.2 µM, hits read low | 0.67% of 290,000 active; in the data active means activity change below about -30%; further: on the % scale 0 is the no-effect control and ±100 the full control effect
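Coupling enzymes only (glyceraldehyde-3-phosphate) + compound, at 57.5 uM final, 10 min RT; add substrate/coupling/AmpLite Red mix, 20 min RT; fluorescence ex 525/em 598 nm. Actives flag coupling-system interference.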
ASM inhibitor – Inhibitors of Secretory Acid Sphingomyelinase (S-ASM): qHTS. Sphingomyelin phosphodiesterase (Homo sapiens), P17405. placental ASM, HMU-PC fluorogenic substrate, 60 min. Potency, µM (series often up to 57.5 µM), inactives show at the top dose activity change, negative = inhibition, actives largely listed as inhibitors. 0.006% of 340,000 active. AID 504937, 2011; further: potency means the concentration at half of the fitted maximal effect
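HMU-PC0 cleavage (9 uM final) by human placental ASM, 60 min at 37 °C following 10 min compound exposure at RT; stopped at pH 10, fluorescence Ex 386/Em 447 nm.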
Tb PFK inh – qHTS Assay to Find Inhibitors of T. brucei phosphofructokinase; AID 485367, 2010; T. brucei PFK, ADP-Glo luminescence; 0.17% of 330,000 active; ATP-dependent 6-phosphofructokinase (Trypanosoma brucei brucei), O15648; Potency, µM (titrated, usually from 57.5 µM), for inactives: top-dose activity, negative = inhibition, actives largely listed as inhibitors;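 further: potency means the concentration at half of the fitted maximal effect; 0% = uninhibited 1x PFK enzyme wells and -100% = no-enzyme wells; nearly all actives have a fitted effect of over 60% in size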
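In TEA buffer at pH 8.0 with 5 mM MgCl2, enzyme (1.25 nM) converted F6P (0.5 mM) and ATP (0.1 mM) for 45 min at room temperature. ADP product was read by luciferase luminescence.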
Giardia kill – Small Molecules that selectively kill Giardia lamblia: qHTS | Giardia lamblia trophozoite viability | activity change, % at 7.66 µM, hits read low | 0.15% of 340,000 active; in the data active means activity change below about -80%; inconclusive means between about -30% and that limit;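 further: parasites exposed to compound for two days anaerobically before the ATP read; on the % scale 0 is the no-effect control and ±100 the full control effect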
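Giardia lamblia trophozoites (100 cells/well) were incubated with compounds for 48 h at 37 deg C under anaerobic conditions. Viability was read as ATP content by one-step luminescence after 15-30 min at room temperature.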
Menin MLL FP TR – qHTS Assay for Inhibitors Targeting the Menin-MLL Interaction in MLL Related Leukemias: Competition With Texas Red Labeled MLL-derived Mutant Peptide. 0.23% of 270,000 active. Menin + Texas Red MLL mutant peptide, fluorescence polarization. Potency, µM (doses to about 61.6 µM), for the others: at the highest dose FP activity change, negative = inhibition, hits mostly inhibitors. AID 1768, 2009. O00255; active means well fitted inhibition curve with a large enough effect in the polarisation, with a control signal flat, not every such curve was filed as active; inconclusive means small, poorly fitted or top-dose-only effect, or effect the other way, or a change in a side signal; inactive means no such curve, though single readings can be large or run the other way; the % refers to the polarisation; further: potency means the concentration at half of the fitted maximal effect; % of control where 0% means no effect; many of its hits are not listed in these tables
PKM2 activator – qHTS Assay for Activators of Human Muscle isoform 2 Pyruvate Kinase | Potency, µM (highest dose often 57.5 µM), without a hit: at the highest dose activation, hits mostly activators | 0.34% of 260,000 active | purified PKM2, Kinase-Glo ATP luminescence, activation; response scale: 0% is enzyme alone, no compound | Pyruvate kinase PKM (Homo sapiens), P14618 | AID 1631, 2009; further: potency means the concentration at half of the fitted maximal effect; on the % scale 0 is the no-effect control and ±100 the full control effect; nearly all actives have a fitted effect of over 55% in size
Target sequence (P14618 whole entry, looked up, canonical isoform): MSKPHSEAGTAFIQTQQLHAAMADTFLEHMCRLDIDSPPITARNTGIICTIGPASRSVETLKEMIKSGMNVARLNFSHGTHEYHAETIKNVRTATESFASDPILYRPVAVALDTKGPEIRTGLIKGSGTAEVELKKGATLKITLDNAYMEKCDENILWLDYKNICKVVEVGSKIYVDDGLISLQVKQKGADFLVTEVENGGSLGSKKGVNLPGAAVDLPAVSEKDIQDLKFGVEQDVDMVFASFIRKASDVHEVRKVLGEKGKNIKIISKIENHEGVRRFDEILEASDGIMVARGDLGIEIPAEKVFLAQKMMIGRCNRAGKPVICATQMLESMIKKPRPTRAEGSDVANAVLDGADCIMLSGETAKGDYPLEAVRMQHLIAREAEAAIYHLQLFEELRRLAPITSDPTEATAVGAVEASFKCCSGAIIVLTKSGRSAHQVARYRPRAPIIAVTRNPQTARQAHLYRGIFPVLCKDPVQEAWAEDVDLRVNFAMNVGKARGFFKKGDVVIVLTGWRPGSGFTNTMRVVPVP
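Purified hPK-M2 (>95%) run at intermediate activity with 0.1 mM ADP and 0.5 mM PEP in 50 mM imidazole pH 7.2, KCl, MgCl2; 1 h room temperature. ATP formed read by Kinase-Glo luminescence; normalized to uninhibited and no-enzyme controls.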
B2AR arrestin – qHTS assay of beta-arrestin-biased ligands of beta2-adrenergic receptor. Beta-2 adrenergic receptor (Homo sapiens), P07550. beta-arrestin recruitment to beta2AR, cell-based reporter. Potency, µM (highest dose often 46.1 µM), for the others: at the highest dose activation, usual class: activators. 0.02% of 330,000 active. AID 492947, 2010;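 further: potency means the concentration at half of the fitted maximal effect; 0% = DMSO controls and full agonism = EC100 isoproterenol or metaproterenol; nearly all actives have a fitted effect of over 65% in size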
Target sequence (P07550 whole entry, looked up): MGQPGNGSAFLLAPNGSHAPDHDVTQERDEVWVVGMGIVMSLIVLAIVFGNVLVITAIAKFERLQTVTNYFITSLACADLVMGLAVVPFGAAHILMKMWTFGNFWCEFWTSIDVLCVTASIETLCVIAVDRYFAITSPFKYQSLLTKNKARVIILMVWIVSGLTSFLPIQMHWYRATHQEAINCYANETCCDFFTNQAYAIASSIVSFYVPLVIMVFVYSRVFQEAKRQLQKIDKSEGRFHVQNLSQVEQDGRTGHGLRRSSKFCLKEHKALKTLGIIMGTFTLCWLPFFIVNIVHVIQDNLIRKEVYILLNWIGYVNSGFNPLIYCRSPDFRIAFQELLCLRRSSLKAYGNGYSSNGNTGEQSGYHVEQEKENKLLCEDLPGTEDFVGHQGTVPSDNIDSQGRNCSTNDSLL
* hit, by the source's call; i = inactive; ? = inconclusive; · = not tested or not shown; & = joins results of further samples; [ ] = another dose, or the depositor's remark. Unless noted, the call rests on the fitted dose curve; in most records, active means well fitted curve in the direction sought with a large enough effect; inconclusive means small, poorly fitted or top-dose-only effect, or another doubt; inactive means no such curve, though single readings can be large; an effect the other way counts as inactive or inconclusive. These rows are one share of the data. The share of hits here may be higher or lower than overall.

SMILES	PTAP TSG101 blk	GALK inhibitor	a7 integrin act	BCR signal inh	Coupling enz	ASM inhibitor	Tb PFK inh	Giardia kill	Menin MLL FP TR	PKM2 activator	B2AR arrestin
CCn1cnc2c1c(=O)n(CC(=O)NCc1ccccc1)c(=O)n2Cc1ccccc1	2%	-1%	6%	-1%	2	-2%	1%	-1	5%	0%	0.1%
CC(C)[C@H](NC(=O)c1ccco1)C(=O)OCC(=O)Nc1ccccc1OC(F)F	-1%	-2%	-15%	-9%	6	5%	1%	15	-6%	0%	0.1%
CC(/C=N/NC(=O)c1cc(-c2cccn2C)n[nH]1)=C\c1ccccc1	-3%	-2%	8%	?	2	-2%	4%	-6	·	7%	0.3%
COc1ccc(OC)c(CC(NC(C)=O)C(=O)NC2CCN(C(=O)c3cccc(C)c3)CC2)c1 (stereo unspecified)	-3%	16%	1%	-6%	1	1%	0%	3	1%	-5%	-0.3%
COc1cc(CNc2cccc(F)c2)cc(Br)c1O	0%	3%	-4%	-6%	-6	-3%	2%	-13	?	2%	0.3%
CNc1nc(C)cc(C)c1S(=O)(=O)c1ccc(Cl)cc1	-1%	-1%	-3%	11%	-7	-2%	-3%	11	15%	3%	0.2%
COc1ccc(CSCC(=O)Nc2ccccc2)cc1[N+](=O)[O-]	-6%	·	7%	-6%	3	1%	-8%	-7	38%[activator]	·	0.4%
Cc1ccc(S(=O)(=O)N(C)C)cc1NC(=O)COC(=O)c1ccc2ccccc2n1	0%	·	2%	?	·	-2%	-6%	-2	·	·	0.7%
Cc1ccc(CNc2ccc(N3CCOCC3)cc2)s1	-4%	0%	-10%	?	0	-1%	1%	2	16%	1%	0.0%
CCCNC(C)C(=O)Nc1ccccc1C (stereo unspecified)	0%	-2%	·	10%	2&1	0%	-2%	0	9%&6%&-9%	1%	3.2µM*
CCCOc1ccc(N2C(=O)CC(NCc3ccc(S(N)(=O)=O)cc3)C2=O)cc1 (stereo unspecified)	-1%	11%	0%	4%	2	-1%	7%	-19	16%	3%	0.1%
CC(C)(C)C(=O)N1CCN(C(c2ccccc2)c2ccccc2)CC1	1%	0%	-4%	0%	2	17%	0%	-4	?	·	0.4%
Cn1c(-c2cc3ccc(OC(=O)C(C)(C)C)cc3oc2=O)nc2ccccc21	1%	-3%	-16%[7.66 µM]	-8%	1	i	-6%	0	-30%	4%	-0.7%
O=C(N/N=C/c1ccccn1)c1ccc(Br)cc1	-2%	·	-34%	?	-2	1%	-19%	-6	4%	-15%	-1.5%
Cc1cc(C(=O)N2CCN(c3ccccc3)CC2)c(C)o1	-3%	3%	21%[7.66 µM]	-2%	1	2%	-2%	32[activator]	-3%	2%	0.0%
CCOC(=O)c1c(C)[nH]c(C(=O)COc2ccc3c(c2)OCO3)c1C	-4%	1%	5%	-1%	0	-2%	0%	-4	8%	-4%	0.2%
CCOc1ccc(/C=C/C2=Cc3c(sc(NC(=O)CSc4n[nH]c(N)n4)c3C#N)C(C)(C)C2)cc1	3%	0%	-23%	-19%	0	134%[activator]	2%	6	7.9µM*	8%	7.7%
CC(C)C(NC=C1C(=O)OC(C)(C)OC1=O)C(=O)O (stereo unspecified)	-7%	-1%	34%	22%	-5	-1%	-1%	-4	0%	-12%	-0.1%
COc1ccc(CCN(C)C(=O)c2cnc(C)cn2)cc1OC	-5%	-1%	-2%	-12%	1	0%	-1%	4	10%	·	-0.7%
Cc1cc(S(=O)(=O)N2CCCC2)ccc1OCC(=O)N1CCC(C(N)=O)CC1	1%	0%	10%	-1%	4	5%	0%	-4	-2%	1%	-0.1%
Cc1ccc(N2C(=O)CSC2c2ccccn2)cc1Cl (stereo unspecified)	-6%	·	1%	1%	0	0%	-7%	9	6%	-17%	-0.2%
Cn1c(=O)n(CCCO)c(=O)c2c1nc1n2CCCN1Cc1ccccc1	-1%	5%	-3%	7%	0	-6%	0%	23	-3%	-1%[0.46 µM]	-0.1%
Cc1cccc(-c2noc(CCCOc3ccc(Cl)cc3Cl)n2)c1	-7%	-2%	-1%	?	-1	-13%	5%	14	2%	-3%	0.0%
COCCN(C(=O)CNC(=O)c1ccco1)C(C(=O)NC1CCCC1)c1ccccc1 (stereo unspecified)	1%	1%	-9%	0%	-2	-4%	-3%	-3	-11%	0%	-0.2%
COC(=O)C1C2C=CC(C3CC23)C1C(=O)OCC(=O)c1ccccc1 (stereo unspecified)	-4%	4%	-9%	1%	0	0%	1%	8	5%	6%	-0.3%
C=C1c2cc(C)c(C)cc2NC(=O)N1c1ccccc1	0%	-2%	11%	22%	-1	9%	0%	-19	·	-7%	0.1%
CC(=O)Oc1ccc(Cl)cc1/C=C/c1cc(OC(C)=O)c2ccccc2n1	·	·	·	?	0	·	?	·	8%	4%	3.2%
C#CCNC(=O)C1CCN(c2ccc(S(=O)(=O)N3CCOCC3)cc2Cl)CC1	3%	2%	-3%	-3%	4	6%	-2%	-6	8%	6%	-0.9%
C/C(=C\c1cc2ccccc2o1)C1Nc2cccc3cccc(c23)N1	·	·	·	-1%	·	-11%	0%	5	·	·	0.2%
CCOc1ccc(-n2ccnc2SCC(=O)Nc2nnc(C)s2)cc1	-6%	-1%	6%	5%	0	1%	-1%	31[activator]	-25%	2%	-1.6%
O=C(NCCOc1ccccc1)c1ccc2c(c1)S(=O)(=O)c1cc(Cl)ccc1C2=O	-7%	·	22%	-1%	·	-11%	10%	-10	·	·	0.0%
COc1ccc(-c2nc(-c3ccccc3OC)no2)cc1OC	-8%	-2%	13%	?	3	-3%	1%	7	-5%	-3%	3.2%
CNC(=S)Nc1ccc(-c2nc3ccc(C)cc3s2)cc1	-1%	-1%	-9%	-8%	-1	290%[activator]	1%	-15	?	-11%	0.8%
CCCCc1nnc(NC(=O)c2ccc(OCc3c(C)noc3C)cc2)s1	2%	·	20%	3%	·	-4%	6%	-3	·	·	-0.4%
CN(C(=O)Cn1nc(C(=O)O)c2ccccc2c1=O)C1CCCCC1	2%	·	13%	-9%	·	-1%	0%	-28	·	·	-0.1%
CCOc1cccc(C(=O)Nc2ccc3c(c2)OCCO3)c1	-4%	9%	28%	?	-4	-1%	-14%	?	4%	-2%[11.5 µM]	-0.9%

Of the compounds above, 2 have bromine:
SMILES	PTAP TSG101 blk	GALK inhibitor	a7 integrin act	BCR signal inh	Coupling enz	ASM inhibitor	Tb PFK inh	Giardia kill	Menin MLL FP TR	PKM2 activator	B2AR arrestin
COc1cc(CNc2cccc(F)c2)cc(Br)c1O	0%	3%	-4%	-6%	-6	-3%	2%	-13	?	2%	0.3%
O=C(N/N=C/c1ccccn1)c1ccc(Br)cc1	-2%	·	-34%	?	-2	1%	-19%	-6	4%	-15%	-1.5%

Printed as active in B2AR arrestin (from the list above):
| smiles | PTAP TSG101 blk | GALK inhibitor | a7 integrin act | ASM inhibitor | Tb PFK inh | Menin MLL FP TR | B2AR arrestin |
| --- | --- | --- | --- | --- | --- | --- | --- |
| CCCNC(C)C(=O)Nc1ccccc1C (stereo unspecified) | 0% | -2% | · | 0% | -2% | 9%&6%&-9% | 3.2µM* |
